Screening data: PubChem, several laboratories
IL1B NFkB pot: enhances IL-1B driven NFkB nuclear translocation. actives 0.3% (n = 94,000). activation, % at 2 µM. HUVEC IL-1B NFkB p65 nuclear translocation imaging;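 active = activation above 40%, about the mean plus 3 SD, also judged a hit on visual image review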;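 note: percent activation is computed from the nuclear over cytoplasmic p65 intensity ratio; values of inactives mirror those of a sister screen read the other way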
IL1B NFkB inh: blocks IL-1B driven NFkB nuclear translocation in HUVEC cells; HUVEC IL-1B NFkB p65 nuclear translocation imaging; inhibition, % at 2 µM; actives 0.43% (n = 94,000); AID 796;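 active = inhibition above about 30% together with a positive call from visual inspection of the well image, limit read from the data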;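 note: nuclear over cytoplasmic p65 intensity ratio measured by imaging; 0% = IL-1B stimulated DMSO wells and 100% = unstimulated DMSO wells; values of inactives mirror those of a sister screen read the other way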
Bcl-B displacement: displacers of TR3 peptide from Bcl-B, primary screen, selectivity assay for Bfl-1 inhibitor project, biochemical, fluorescence polarization; FP displacement of FITC-TR3 peptide from Bcl-B; higher % means a stronger effect; displacement, % at 20 µM; hits with a dose series show IC50 in µM; actives 0.11% (n = 96,000); AID 748;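 active = displacement above 50% at 20 µM plus a fluorescence interference ratio under 1.5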;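 note: plate controls were wells without compound for no effect and wells lacking Bcl-B protein for full effect; a part of the inactive calls stands beside numbers as strong as those of hits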
PLAP inhibitors HTS: PLAP enzyme inhibitors, biochemical, luminescence, HTS (AID 690); inhibition, % at 20 µM, or IC50 in µM where a hit was titrated; actives 0.08% (n = 96,000); purified PLAP, luminescent substrate; higher % means a stronger effect; in the data active = a potency from the dose series; inactive = the rest, 99 in 100 with inhibition below about 30%; note: strong numbers were not always called active
MRP resist rev: compounds reversing MRP-mediated drug resistance; actives 0.04% (n = 85,000); H69AR cells + 2 uM doxorubicin, CellTiter-Glo, 72 h; differential viability (reversal), % at 10 µM;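 active = viability drop by adding the cancer drug above about 55%, with treated viability meeting a 40% cutoff, limit read from the data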;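 note: viability without doxorubicin minus viability with 2 µM doxorubicin for each compound; larger differential means the compound sensitizes cells more to doxorubicin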
MRP resist rev cytotoxicity: also measured in MRP resist rev; calls as there; viability, %; H69AR cells, CellTiter-Glo, 72 h; measured here: cytotoxicity without doxorubicin
MRP resist rev with doxorubicin: further read-out of MRP resist rev, marked with its call; viability, %; measured here: viability with 2 uM doxorubicin; active compounds read low
IL1B NFkB inh cell count 2 µM: also measured in IL1B NFkB inh; calls as there; cell count; measured here: cells passing quality filter;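 raw number of nuclei counted in each imaged well without normalization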
IL1B NFkB pot cell count 2 µM: recorded beside IL1B NFkB pot, whose call it bears; cell count; measured here: cells passing quality filter
Numbers without * were called inactive; . = no result given. Not all compounds are listed (hit frequency here may not be typical).

SMILES	IL1B NFkB pot	IL1B NFkB pot cell count 2 µM	IL1B NFkB inh	IL1B NFkB inh cell count 2 µM	Bcl-B displacement	PLAP inhibitors HTS	MRP resist rev	MRP resist rev cytotoxicity	MRP resist rev with doxorubicin
COc1cccc(C(=O)N2CCN(Cc3ccccc3C(F)(F)F)CC2)c1	4	139	-4	139	-2%	-67%	12	77	65
O=C1C=C(NCCN2CCOCC2)CC(c2ccccc2)C1 (stereo not drawn)	1	131	-2	131	5%	-5%	.	.	.
CC(C)N=C(NC#N)SCC(=O)NC(C)(C)C	4	111	-4	111	-1%	13%	0	90	90
CCOC(=O)c1c(C)[nH]c(C(=O)CN2C(=O)NC(C)(c3ccc(C)cc3)C2=O)c1C (stereo not drawn)	.	.	.	.	-8%	-28%	-18	39	57
O=C(c1cc2c(s1)CCCC2)n1cccn1	4	147	-4	147	-3%	0%	8	96	88
COc1ccc(OC2OC3COC(C)(C)OC3C(O)C2NC(C)=O)cc1 (stereo not drawn)	-5	125	5	125	.	.	-3	98	101
CCOC(=O)C1=C(CNCc2ccc(C)cc2)NC(=O)NC1c1ccc(OC)cc1 (stereo not drawn)	21	126	-21	126	-4%	-33%	-36	50	86
CCOC(=O)/C(=C\Nc1ccccc1C(F)(F)F)Sc1ncc(C(F)(F)F)cc1Cl	17	75	-5	174	-1%	-23%	4	100	96
CC(=O)N1CCc2cc(S(=O)(=O)N3CCc4ccccc4C3)ccc21	4	63	-4	63	5%	-3%	14	92	78
CSCCC(C(=O)Nc1ccc2c(c1)OCO2)N1C(=O)c2ccccc2C1=O (stereo not drawn)	11	110	-11	110	4%	14%	-2	92	94
CCN1CCN(CCCNC(=O)c2ccc3c(c2)NC(=O)c2ccccc2S3)CC1	.	.	.	.	4%	-24%	15	97	82
O=C(O)CNS(=O)(=O)c1cc(Cl)c(Cl)cc1Cl	-9	118	9	118	-5%	-20%	27	98	71

Copied from the entries so far for reference:
SMILES	IL1B NFkB pot	IL1B NFkB pot cell count 2 µM	IL1B NFkB inh	IL1B NFkB inh cell count 2 µM	Bcl-B displacement	PLAP inhibitors HTS	MRP resist rev	MRP resist rev cytotoxicity	MRP resist rev with doxorubicin
CC(=O)N1CCc2cc(S(=O)(=O)N3CCc4ccccc4C3)ccc21	4	63	-4	63	5%	-3%	14	92	78
CSCCC(C(=O)Nc1ccc2c(c1)OCO2)N1C(=O)c2ccccc2C1=O (stereo not drawn)	11	110	-11	110	4%	14%	-2	92	94
CCN1CCN(CCCNC(=O)c2ccc3c(c2)NC(=O)c2ccccc2S3)CC1	.	.	.	.	4%	-24%	15	97	82
O=C(O)CNS(=O)(=O)c1cc(Cl)c(Cl)cc1Cl	-9	118	9	118	-5%	-20%	27	98	71

(continued)
SMILES	IL1B NFkB pot	IL1B NFkB pot cell count 2 µM	IL1B NFkB inh	IL1B NFkB inh cell count 2 µM	Bcl-B displacement	PLAP inhibitors HTS	MRP resist rev	MRP resist rev cytotoxicity	MRP resist rev with doxorubicin
Cc1ccc(-c2nnc(C)c(N3CC(C)OC(C)C3)n2)cc1 (stereo not drawn)	16	91	-16	91	-6%	-22%	.	.	.
N#C/C(=C/c1ccc(F)cc1)c1nc(CCN2C(=O)c3ccccc3C2=O)cs1	9	165	-9	165	6%	4%	.	.	.
CCC(C)n1c(SCC(=O)Nc2cc(C)on2)nc2ccccc2c1=O (stereo not drawn)	-5	114	5	114	-15%	-4%	-24	26	51
Cc1cc(-n2nc(C)cc2C)n2nc(C)c(-c3ccccc3)c2n1	-28	114	28	114	-8%	8%	-22	68	91
CCOC(=O)C1CCN(C(=S)Nc2cc(OC)c(OC)cc2C(=O)OC)CC1	11	109	-11	109	10%	-77%	-27	48	75
COc1ccc(OCCC(=O)NC2=NCCS2)cc1	14	83	-14	83	-6%	10%	4	86	82
Nc1n[nH]c2c1C1(CCCC1)Cc1ccccc1-2	32	195	-32	195	-15%	-10%	-5	94	99
CC1CCN(c2c([N+](=O)[O-])c(=O)n(-c3ccccc3)c3ccccc23)CC1	25	111	-25	111	6%	-9%	.	.	.
CCCc1noc2c1/C(=N\O)CCC2	4	150	-4	150	1%	7%	19	111	93
COc1ccc(-n2c(Cn3c(=O)sc4ccccc43)nnc2SCC(=O)N2CCOCC2)cc1	-8	181	8	181	-8%	-48%	3	96	93
CCn1c(=O)c(C(=O)Nn2c(C)nc3ccccc3c2=O)c(O)c2ccccc21	.	.	.	.	5%	-43%	-15	57	71
COc1cc(C2CC(=O)c3cnc(N4CCN(Cc5ccccc5)CC4)nc3C2)cc(OC)c1OC (stereo not drawn)	6	75	-6	75	-4%	-39%	-28	71	99
CC(=O)c1ccc(OCC(O)COc2ccc(C(C)=O)cc2)cc1	12	222	-12	222	-2%	12%	.	.	.
COc1ccc(CC(=O)Nc2c3c(nn2C(C)(C)C)CS(=O)C3)cc1 (stereo not drawn)	-11	171	11	171	7%	-40%	6	91	85
CC(C)(Oc1ccc(Cl)cc1)C(=O)OCC(=O)Nc1ncc(Cl)cc1Cl	7	166	-7	166	-7%	10%	10	98	87
CC(C)(C)n1nnnc1C(c1cccnc1)N(Cc1ccccc1)Cc1ccco1 (stereo not drawn)	19	131	-19	131	-6%	-43%	-11	60	70
O=C(Nc1ccn(Cc2c(F)c(F)c(F)c(F)c2F)n1)c1ccc(COc2ccccc2Cl)cc1	6	149	-6	149	-1%	18%	.	.	.
Cc1cc(C(F)F)n2ncc(C(=O)N3CCCCC3)c2n1	-10	109	10	109	.	.	-13	89	102
COc1cc(OC)cc(C(=O)Nc2ccc(S(=O)(=O)N(C)C)cc2)c1	28	200	-28	200	-26%	3%	0	74	74
N#CC1=C(N)NC(SCc2ccc(Cl)cc2)=C(C#N)C12CCCCC2	-15	89	15	89	-1%	13%	-26	13	39
CN1CCN(NC(=O)c2ccc(Cl)c([N+](=O)[O-])c2)CC1	-1	169	1	169	12%	2%	.	.	.
Cc1ccc(S(=O)(=O)N2CCCC2)cc1S(=O)(=O)N1CCCC1	2	163	-2	163	2%	-17%	0	103	103
Cc1cc(C)c(NC(=O)CN(C2CCCCC2)C2CCCCC2)c(C)c1	-8	56	9	184	3%	-34%	8	80	72
Cc1nc(N2CCOCC2)c(C#N)c2c1COC(C)(C)C2	0	93	0	93	.	.	-2	92	93
CCn1c(C)nc2cc(S(=O)(=O)N3CCCCC3)ccc21	.	.	.	.	6%	-9%	13	93	80
CC(c1ccc(Br)cc1)N1CC23C=CC(O2)C(C(=O)O)C3C1=O (stereo not drawn)	6	48	-6	48	-7%	-20%	-14	89	103
Cc1cc(NC(=O)COC(=O)CSCc2ccc(Cl)c(Cl)c2)no1	-4	206	4	206	-5%	-21%	5	93	88
CCCCCCCCC(=O)NC(NC(=S)N1CCOCC1)C(Cl)(Cl)Cl (stereo not drawn)	41*	127*	-41	127	.	.	4	100	96
CN1CCN(S(=O)(=O)c2ccc(N(C)Cc3cccs3)nc2)CC1	-11	218	11	218	-6%	-27%	14	103	89
Cc1ccc2cc(C(c3nnnn3C3CCCC3)N3CCOCC3)c(=O)[nH]c2c1C (stereo not drawn)	20	133	-20	133	-12%	-11%	2	80	78
Cc1ccc(NC(=O)CS(=O)Cc2nc(-c3ccc(C)cc3)oc2C)cc1 (stereo not drawn)	-3	42	3	42	-3%	-5%	10	94	84
COc1cccc(Cn2cnc3c(NS(=O)(=O)c4cc(Cl)ccc4Cl)c(C)c(C)cc32)c1	1	165	-1	165	-3%	-39%	.	.	.
COc1cccc2c1OC1(C)CC2NC(=O)N1 (stereo not drawn)	7	168	-7	168	8%	20%	3	93	90
CCOC(=O)Cc1csc(NC(=O)COc2ccccc2OCC)n1	-3	185	3	185	1%	-1%	-1	90	91
CCOC(=O)c1snc2c(=O)[nH]cnc12	21	115	-21	115	-2%	-3%	-10	101	110
COC(=O)c1ccc(CSc2ccc3nnc(-c4cccc(F)c4)n3n2)o1	1	116	-1	116	4%	-9%	10	83	73
CC(NC(=O)c1ccc(CS(=O)(=O)Cc2ccccc2F)o1)c1ccc2c(c1)OCCO2 (stereo not drawn)	11	127	-11	127	.	.	14	99	85
CCCCCn1c(-c2ccco2)nc2nc3ccccc3nc21	16	120	-16	120	5%	-42%	-11	94	105
COc1ccc(Nc2cc(C(=O)NCCCN3CCOCC3)c3ccccc3n2)cc1OC	-6	111	6	111	7%	-58%	13	93	81
Cc1cc(C)c(S(=O)(=O)N2CCN(c3ccc([N+](=O)[O-])c(-n4nc(C)cc4C)c3)CC2)c(C)c1	7	163	-10	156	-4%	-40%	.	.	.
CC(Cc1cccs1)NC(=O)Nc1ccccc1 (stereo not drawn)	-5	90	5	90	-12%	24%	-5	94	99
Cc1cccc(-c2nc3c(c(SCC(N)=O)n2)CCCC3)c1	-2	133	2	133	.	.	14	98	84
Cc1ccc(C(C(=O)NC(C)(C)C)N(Cc2ccco2)C(=O)Cn2nnc(-c3cccs3)n2)cc1 (stereo not drawn)	-3	83	3	83	.	.	26	99	73
Clc1ccc(CSc2nnc(-c3c[nH]c4ccccc34)o2)cc1	-3	65	3	65	13%	6%	12	101	89
CC(C)c1cc(C(N)=O)c(NC(=O)c2cccc(COc3ccc(Br)cc3)c2)s1	3	163	-3	163	-6%	25%	.	.	.
CC(=O)Nc1cccc(N(C)S(C)(=O)=O)c1	-5	138	5	138	-6%	0%	0	107	107
O=S(=O)(NCc1cccnc1)c1cccc2cccnc12	15	149	-15	149	-7%	-12%	.	.	.
Nc1nc(SCC(=O)NCCCO)nc2sc3c(c12)CCC3	35	142	-35	142	10%	-18%	-11	95	105
Cc1cc(=O)n(C)c(=O)n1CC(=O)N1CCCCCC1	-12	47	14	47	-11%	-3%	5	92	88
Cc1nc(-c2ccccc2)sc1-c1nc(-c2ccccc2)ncc1S(=O)(=O)c1ccccc1	2	117	-2	117	6%	10%	.	.	.
COCCCNC(=S)NCCCNc1nc2cc3c(cc2cc1C#N)OCO3	1	135	-2	135	2%	-29%	.	.	.
COC(=O)c1ccccc1S(=O)(=O)N(Cc1cc2cc3c(cc2[nH]c1=O)OCO3)C1CCCCC1	3	138	-3	138	-4%	16%	2	52	50
CCOC(=O)c1c(C)c(C(=O)O)n(C)c1C	-4	183	4	183	5%	7%	4	97	94
O=C1CSC(c2ccc(Cl)cc2)N1 (stereo not drawn)	.	.	.	.	-25%	3%	8	99	91
COc1ccc(-n2c(O)c(Cc3ccccc3)c(=O)n3nc(-c4ccccc4)c(=O)cc23)cc1	-3	143	3	143	.	.	4	94	91
COc1ccc(-c2csc(=Nc3c(C)n(C)n(-c4ccccc4)c3=O)n2C(C)(C)C)cc1	-9	144	9	144	8%	-43%	14	98	84
CCOC(=O)c1cccc(NC(=O)CSc2nnnn2CC)c1	11	118	-11	118	4%	19%	.	.	.
Cc1ccccc1NC(=S)NC(NC(=O)N(C)C)C(Cl)(Cl)Cl (stereo not drawn)	4	171	-4	171	1%	-2%	.	.	.
O=C(NC1CCCCC1)C(c1ccco1)N(C(=O)c1csnn1)C1CCCC1 (stereo not drawn)	-8	108	8	108	-5%	-12%	6	98	92
CC(=O)c1cnc2c(C(=O)O)cnn2c1C	-11	143	11	143	0%	-5%	.	.	.
CCN(CC)C(=O)Nc1ccc(C(=O)OC)cc1	6	130	-6	130	4%	20%	5	104	99
CC(C)COC(=O)C(C#N)c1nc2ccccc2nc1N1CCN(Cc2ccccc2)CC1 (stereo not drawn)	24	116	-24	116	-5%	-26%	10	80	70
